Bioassay records from PubChem BioAssay.
D2 potentiator: HTS Assay for Positive Allosteric Modulators of the Human D2 Dopamine Receptor: Primary Screen for Potentiators | potentiation, % at 10 µM | HEK293 T-REx D2, calcium flux, EC20 dopamine potentiation | hit rate 0.34% among 340,000 | AID 485347, 2010 | D(2) dopamine receptor (Homo sapiens), P14416;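 active = potentiation over 3 SD above the plate norm, cut at about 30% in these data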; also: 0% is about no effect
Target sequence (P14416 whole entry, looked up): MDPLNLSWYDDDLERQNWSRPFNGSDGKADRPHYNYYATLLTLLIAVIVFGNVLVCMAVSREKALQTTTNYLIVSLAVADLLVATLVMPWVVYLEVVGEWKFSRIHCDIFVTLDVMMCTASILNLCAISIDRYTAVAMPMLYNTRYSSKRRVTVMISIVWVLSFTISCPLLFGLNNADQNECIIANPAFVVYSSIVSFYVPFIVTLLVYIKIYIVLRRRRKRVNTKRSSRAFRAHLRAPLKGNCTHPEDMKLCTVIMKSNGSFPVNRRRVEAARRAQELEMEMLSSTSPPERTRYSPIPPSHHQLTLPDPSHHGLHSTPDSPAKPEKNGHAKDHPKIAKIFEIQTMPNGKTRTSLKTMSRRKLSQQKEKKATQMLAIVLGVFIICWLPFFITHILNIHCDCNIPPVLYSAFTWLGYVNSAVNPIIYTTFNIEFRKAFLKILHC
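Calcium flux readout, no-wash dye, 1 read/s. Inducible HEK293 Trex D2 line, overnight 30 C. Compound alone 180 s (agonist flags), then EC20 dopamine, another 180 s to score potentiation.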
Vif-A3G inh: qHTS for Inhibitors of Vif-A3G Interactions: qHTS | DNA dC->dU-editing enzyme APOBEC-3G (Homo sapiens), Q9HC16 | HeLa A3G-eYFP + Vif (tagged APOBEC3G with the HIV-1 protein that degrades it), YFP fluorescence, overnight | Potency, µM (top dose mostly 46.1 µM), without a hit: at the highest dose activity, negative = active, most hits filed as inhibitors | hit rate 0.076% among 410,000;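 also: potency is read from the fitted curve at half-maximal effect; % is scaled to controls: 0 for no effect and ±100 for the full control effect; nearly all actives have a fitted effect of over 60% in size; hits raise eYFP signal because A3G escapes Vif-driven loss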
Target sequence (Q9HC16 whole entry, looked up): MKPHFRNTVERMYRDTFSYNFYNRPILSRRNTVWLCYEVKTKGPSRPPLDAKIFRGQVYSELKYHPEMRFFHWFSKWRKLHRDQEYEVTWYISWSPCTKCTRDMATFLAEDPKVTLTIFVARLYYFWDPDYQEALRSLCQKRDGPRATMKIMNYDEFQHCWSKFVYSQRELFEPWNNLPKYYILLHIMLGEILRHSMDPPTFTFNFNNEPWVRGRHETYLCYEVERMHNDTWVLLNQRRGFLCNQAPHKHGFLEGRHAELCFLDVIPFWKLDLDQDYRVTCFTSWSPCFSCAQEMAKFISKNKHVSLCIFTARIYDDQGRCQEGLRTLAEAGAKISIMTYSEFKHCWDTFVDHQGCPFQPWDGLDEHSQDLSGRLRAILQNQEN
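HeLa cells stably expressing Vif and C-terminally eYFP-tagged A3G, seeded overnight at 37 deg C, then exposed to compound by pintool overnight at 37 deg C. Rise in yellow fluorescence (Ex 488/Em 500-530, Acumen) marks blocked Vif-driven A3G degradation.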
RXFP1 antag: qHTS Assay for Antagonists of the Relaxin Receptor RXFP1; AID 1259400, 2018; Relaxin receptor 1 (Homo sapiens), Q9HBX9; activity change, negative = inhibition, % at 57.5 µM; HEK293-RXFP1, relaxin-stimulated cAMP HTRF, 30 min; hits give low values; hit rate 0.59% among 350,000;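 active = activity change of -60% or lower, but not beyond a set lower limit; inconclusive = change between -60% and -40%, or beyond the set limit; inactive = change above -40%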; also: % is scaled to controls: 0 for no effect and ±100 for the full control effect
RXFP1 agonist: qHTS Assay for Agonists of the Relaxin Receptor RXFP1; HEK293T-RXFP1 cAMP TR-FRET, 30 min; response scale: percent of porcine relaxin response, buffer zero; Relaxin receptor 1 (Homo sapiens), Q9HBX9; Potency, µM (series often up to 57.5 µM), inactives show top-dose activation, most hits filed as activators; hit rate 0.3% among 370,000; also: potency is read from the fitted curve at half-maximal effect; % is scaled to controls: 0 for no effect and ±100 for the full control effect; nearly all actives have a fitted effect of over 60% in size; many of its hits are not listed in these tables
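cAMP rise read by TR-FRET after 30 min, 37C compound exposure (up to 58 uM) in RXFP1-transfected HEK293 cells with Ro 20174 present. EC50 from Hill-equation fits, with 29 nM porcine relaxin as 100% and buffer as basal.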
Vif-APOBEC3F blk: qHTS for Inhibitors of Vif-A3F Interactions: qHTS | AID 602313, 2012 | Potency, µM (doses to about 46.1 µM), for the others: top-dose activity, negative = active | hit rate 0.2% among 390,000 | HeLa A3F-eYFP + Vif (tagged APOBEC3F with the HIV-1 protein that degrades it), YFP fluorescence increase; also: potency is read from the fitted curve at half-maximal effect; % of control where 0% means no effect; nearly all actives have a fitted effect of over 65% in size
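Fluorescence increase (Ex 488/Em 500-530) after overnight compound treatment at 37 deg C flags inhibition of Vif-driven A3F-eYFP loss in stable HeLa A3F-eYFP/Vif cells seeded overnight beforehand.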
D1 agonist: Allosteric Agonists of the Human D1 Dopamine Receptor: qHTS | D(1A) dopamine receptor (Homo sapiens), P21728 | HEK293 T-REx D1 cells, calcium flux, agonist mode | activation, % at 2 µM | hit rate 1% among 360,000; in the data active = activation above about 30%; also: 0% is about no effect
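Tetracycline-induced HEK293 TREx D1 cells, force-coupled to calcium signalling, were dye-loaded with a no-wash calcium kit. Compound was pin-added after a 10 s baseline. Fluorescence was read kinetically at 1 cycle/s for 180 s, with calcium rises flagged as agonism.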
D1 antagonist: Antagonist of Human D 1 Dopamine Receptor: qHTS. D(1A) dopamine receptor (Homo sapiens), P21728. HEK293 TREx D1 cells, calcium flux, dopamine EC80; hits give low values. activity change, negative = inhibition, % at 10 µM. hit rate 3.2% among 360,000. AID 504652, 2011; in the data active = activity change below about -30%; also: % is scaled to controls: 0 for no effect and ±100 for the full control effect
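After overnight tetracycline induction at 30 C, force-coupled D1 HEK293 cells took up a no-wash calcium dye at room temperature. Compounds were added and monitored 180 s, and the response to EC80 dopamine was then recorded.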
D1 potentiator: Potentiators of Human D1 Dopamine Receptor: qHTS; hit rate 0.036% among 360,000; D(1A) dopamine receptor (Homo sapiens), P21728; HEK293 TREx D1 cells, calcium flux, dopamine EC20 potentiation; AID 504651, 2011; potentiation, % at 10 µM; in the data active = potentiation above about 30%; also: 0% is about no effect
GRP78 ERSR act: qHTS for Inducers of the Endoplasmic Reticulum Stress Response (ERSR) in Human Glioma: qHTS; U87-MG GRP78 promoter luciferase reporter, 16 h; hit rate 0.02% among 420,000; Potency, µM, for the others: at the highest dose activation, hits mostly activators; AID 602332, 2012; also: potency is read from the fitted curve at half-maximal effect; series mostly up to about 76 µM; % of control where 0% means no effect; nearly all actives have a fitted effect of over 35% in size
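ERSR induction read as luciferase luminescence (Bright-Glo, 10 min at room temperature) in stably transfected human U87-MG glioma cells exposed to compounds for 16 h, using GRP78 as sensor.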
The depositor's hits bear a star; ? = inconclusive; . = not tested or not shown. Unless noted, calls follow the shape of the dose curve; as a rule, active = well fitted curve in the direction sought with a large enough effect; inconclusive = small, poorly fitted or top-dose-only effect, or another doubt; inactive = no such curve, though single readings can be large; an effect the other way counts as inactive or inconclusive.

A first look, three compounds:
The line under a structure holds: Vif-A3G inh, D1 potentiator, RXFP1 agonist, GRP78 ERSR act, Vif-APOBEC3F blk, D1 antagonist, RXFP1 antag, D1 agonist, D2 potentiator
COc1ccc(C(=O)NCCN2C(=O)S/C(=C\c3cccnc3)C2=O)c(OC)c1OC
    0%, -3, 2.4%, -2%, 4%, 16, ., 2, 3
O=C(NCc1ccccc1)C12CC3CC(CC(Br)(C3)C1)C2
    1%, -6, 1.6%, -5%, 5%, 4, -26, 2, 9
Cc1ccc(S(=O)(=O)N(C)C)cc1NC(=O)COC(=O)c1ccc2c(c1)OCO2
    0%, -3, 0.5%, -1%, -17%, -21, 27, 0, -3

All compounds of this part, repeating the preview:
The line under a structure holds: Vif-A3G inh, D1 potentiator, RXFP1 agonist, GRP78 ERSR act, Vif-APOBEC3F blk, D1 antagonist, RXFP1 antag, D1 agonist, D2 potentiator
COc1ccc(C(=O)NCCN2C(=O)S/C(=C\c3cccnc3)C2=O)c(OC)c1OC
    0%, -3, 2.4%, -2%, 4%, 16, ., 2, 3
O=C(NCc1ccccc1)C12CC3CC(CC(Br)(C3)C1)C2
    1%, -6, 1.6%, -5%, 5%, 4, -26, 2, 9
Cc1ccc(S(=O)(=O)N(C)C)cc1NC(=O)COC(=O)c1ccc2c(c1)OCO2
    0%, -3, 0.5%, -1%, -17%, -21, 27, 0, -3
COc1ccc(/C=C2/SC(=S)N(CCCC(=O)Nc3cccc(O)c3)C2=O)cc1
    -1%, -5, -1.1%, -4%, 13%, 1, -7, -2, .
CC(=O)c1cccc(-n2nnnc2SCC(=O)Nc2cccc(NC(=O)c3ccco3)c2)c1
    2%, 5, 3.3%, -4%, -4%, -6, 1, 1, -8
NNC(=O)c1cnn(-c2ccccc2)c1-n1cccc1
    -21%, -4, 0.6%, -4%, -2%, 13, -17, 0, 21
O=C(CC1N=C2c3ccccc3N=C(SCC(=O)Nc3ccccc3F)N2C1=O)NCc1cccs1 (centres undefined)
    2%, 2, 5.3%, 5%, -3%, 0, -15, 1, 9
CC(C(=O)Nc1ccc(S(=O)(=O)N2CCCC2)cc1)N(C)Cc1ccc(F)cc1 (centres undefined)
    -5%, -4, 0.3%, -4%, 0%, -10, 6, 2, -18
O=C(COC(=O)c1cccc(O)c1)NC(=O)Cc1ccccc1
    6%, -5, 2.9%, 7%, 0%, -2, 14, 33*, 2
CCOC(=O)CN1C(=N)N(c2nc(NC(C)C)nc(NC(C)C)n2)CC1=O
    1%, -6, 4.0%, 0%, 1%, 4, -11, -3, -3
COc1ccc2oc(=O)c(C(=O)Nc3ccccc3C)cc2c1
    -21%, -5, 3.1%, -5%, -13%, 4, -23, 3, 6
COc1cccc(C2NC(=O)NC(C)=C2C(=O)Nc2cccc(C)c2C)c1 (centres undefined)
    0%, 0, -1.6%, -5%, 0%, 12, 4, 1, 0
CCOC(=O)c1cc2c(=O)n3ccccc3nc2n(CC2CCCO2)c1=NC(=O)c1ccccc1Br (centres undefined)
    -6%, 0, 1.0%, 0%, 2%, 5, ., -1, 6
Cc1cc2nc3n(c2cc1C)CC1CC(C(=O)NCCC(C)C)N(C)C31 (centres undefined)
    -2%, -9, -0.4%, -4%, 2%, 7, ., -1, 5
COc1cccc(NC(=O)C2CC(=O)N/C(=N/NC(=O)c3ccc(C)cc3)S2)c1 (centres undefined)
    0%, -2, 0.9%, -4%, -1%, 5, 6, 1, 2
O=C(c1cccnc1)N1N=C(C2CC2)CC1(O)C(F)(F)F (centres undefined)
    -7%, 6, -0.9%, -2%, -16%, -7, -6, 2, 17
CC(NC(=O)c1ccc(N2Cc3ccccc3Oc3ncccc32)s1)c1ccccc1 (centres undefined)
    -8%, -4, ?, -4%, 0%, 7, -4, 1, 5
COc1cc(C(=O)N=c2sc3ccccc3n2C)cc(OC)c1OC
    5%, 4, 14%, 0%, -7%, -10, -1, 2, 2
COCCN(CCOC)C(=O)CSc1ccc(S(=O)(=O)N2CCN(C)CC2)cn1
    4%, -7, 1.0%, -4%, 0%, 0, -4, 1, 12
CC(NC(=O)Cn1cccc1)c1ccccc1 (centres undefined)
    1%, -4, 0.5%, -1%, -9%, 0, -4, 0, 3
Nc1ccc2c(c1)C(=O)c1ccc(Br)cc1-2
    6%, ., ., -1%, -23%, ., -4, ., .
O=C1CC(c2ccccc2)CC(=O)C1Sc1ccc(Cl)cc1 (centres undefined)
    -2%, -7, 1.1%, -1%, 3%, 3, ., 1, -6
COc1cc(NC(=O)CSc2nnc3n2C(C)(C)Cc2ccccc2-3)cc(OC)c1
    0%, -3, 17%, -4%, -5%, 2, 2, 0, 7
c1cnc2c(Oc3ncnc4sccc34)cccc2c1
    -5%, -2, -0.3%, 0%, -6%, 0, -4, 4, -3
NC(=O)/C=C/C(=O)Nc1ccc(Cl)cc1
    -13%, 1, -1.3%, -18%, 5%, -4, 7, -3, 3
CC(=O)OCc1cc(=O)n2nc(C3CCCCC3)sc2n1
    2%, -3, 5.0%, 4%, -1%, -6, ., 2, 7
CC(=O)c1ccc(N2CCN(C(=O)c3ccc4ccccc4n3)CC2)cc1
    2%, -6, -1.6%, -5%, 2%, -11, 6, -2, -1
COC(=O)c1ccc(OCC2NCCc3cc(OC)c(OC)cc32)cc1 (centres undefined)
    -1%, -6, 2.4%, -6%, 0%, -8, -2, 3, -4
CCc1ccccc1NC(=O)Cn1nnc(-c2cccnc2)n1
    1%, -1, 0.7%, -3%, -8%, 6, 5, 1, 1
O=C(COc1ccccc1)NCc1ccccc1
    0%, -4, 3.0%, -3%, 1%, -4, -12, 2, 12
O=C(NCc1ccccc1)c1ccc(CSc2ccccc2)o1
    1%, 3, -1.5%, 3%, 10%, -1, 7, 7, -6
COc1ccc(N2CCN(C(=O)c3ccc4c(c3)NC(=O)C(CSCc3ccccc3F)N4)CC2)cc1 (centres undefined)
    -1%, ., ., -4%, -10%, ., -18, ., .
COc1ccccc1NC(=O)COC(=O)C12CC3CC(CC(Cl)(C3)C1)C2
    5%, 3, 1.8%, -3%, -17%, ., -23, 3, 2
Cc1ccc2nc(NC(=O)COc3ccc(F)cc3)sc2c1
    0%, -2, 2.5%, -1%, 5%, -7, ., 0, -7
CCCOc1ccc(N2C(=O)CC(N3CCN(CCN=CC4=C(O)CC(C)(C)CC4=O)CC3)C2=O)cc1 (centres undefined)
    -1%, -2, 0.0%, -4%, 17%, -2, -12, 2, 5
CCn1nc(CC(=O)O)c2ccccc2c1=O
    1%, -3, 7.1%, 8%, -11%, -11, -15, 2, -6
COC(=O)[C@@H](NC(=O)N1CCN(C(=O)C2COc3ccccc3O2)CC1)C(C)C (some centres undefined)
    3%, -2, 0.2%, 7%, 1%, 24, 9, 2, 3
CCOc1ccc(CNC(=O)CCn2cccn2)cc1OC
    1%, -4, 0.7%, 0%, 4%, 1, 0, 0, -7
COc1ccc(C2=CSC3=NCCN23)cc1OC
    -2%, -22, -0.7%, -5%, 10%, 9, 8, 2, 0
OCCN1CCN(c2ncnc3c2sc2nc(N4CCOCC4)c4c(c23)CCC4)CC1
    0%, 2, 7.1%, -3%, 2%, 14, -16, 1, 8
O=C(NCc1ccccc1)c1cccc(OCC(=O)N2CCN(C(=O)c3ccco3)CC2)c1
    1%, 1, 1.5%, -4%, 11%, 10, -9, 2, 1
CC1Cc2ccccc2N1S(=O)(=O)c1nnc(NC(=O)c2cccc(F)c2)s1 (centres undefined)
    -7%, -2, 0.8%, -2%, -5%, -20, -22, 0, -10
COc1cc(C(c2sc3ncnn3c2O)N2CCN(c3ccccc3F)CC2)cc(OC)c1OC (centres undefined)
    -4%, ., -0.3%, -4%, 1%, 7, -9, 1, 0
Cc1cc(N)n(-c2ncnc3scc(-c4ccccc4)c23)n1
    3%, 4, 1.2%, -2%, -5%, 3, -8, -3, -5
Cc1cccnc1NC(=O)CNC(=O)C12CC3CC(CC(C3)C1)C2
    1%, 9, 1.1%, -4%, 10%, -4, -5, 2, 0
Cc1ccccc1NC(=O)c1c(C)oc2ccc(O)c(CN3CCCC(C)C3)c12 (centres undefined)
    2%, -2, 0.4%, -4%, 1%, 14, -3, -1, -5
CC1CCc2cc(F)ccc2N1C(=O)c1cc2nc(-c3ccco3)cc(C(F)(F)F)n2n1 (centres undefined)
    2%, -2, 2.3%, -5%, 0%, -8, -6, 3, -5

Sorted by count of non-hydrogen atoms (smallest number first): 3 of the compounds above
The line under a structure holds: Vif-A3G inh, D1 potentiator, RXFP1 agonist, GRP78 ERSR act, Vif-APOBEC3F blk, D1 antagonist, RXFP1 antag, D1 agonist, D2 potentiator
Cc1ccccc1NC(=O)c1c(C)oc2ccc(O)c(CN3CCCC(C)C3)c12 (centres undefined)
    2%, -2, 0.4%, -4%, 1%, 14, -3, -1, -5
CC1CCc2cc(F)ccc2N1C(=O)c1cc2nc(-c3ccco3)cc(C(F)(F)F)n2n1 (centres undefined)
    2%, -2, 2.3%, -5%, 0%, -8, -6, 3, -5
O=C(NCc1ccccc1)c1cccc(OCC(=O)N2CCN(C(=O)c3ccco3)CC2)c1
    1%, 1, 1.5%, -4%, 11%, 10, -9, 2, 1

This is a subset; rates above refer to the full screens.
